Bioassay records deposited in PubChem BioAssay by several laboratories.
STK33 kinase inh = inhibitors of human STK33 kinase; AID 2661; Q9BYT3; inhibition, % at 10 µM; 0.073% of 320,000 active; purified STK33, MBP phosphorylation, ADP-Glo luminescence;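 active = inhibition at or above 25%, using the most active replicate where run in duplicate; inactive = inhibition below 25%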
Target sequence (Q9BYT3 whole entry, looked up): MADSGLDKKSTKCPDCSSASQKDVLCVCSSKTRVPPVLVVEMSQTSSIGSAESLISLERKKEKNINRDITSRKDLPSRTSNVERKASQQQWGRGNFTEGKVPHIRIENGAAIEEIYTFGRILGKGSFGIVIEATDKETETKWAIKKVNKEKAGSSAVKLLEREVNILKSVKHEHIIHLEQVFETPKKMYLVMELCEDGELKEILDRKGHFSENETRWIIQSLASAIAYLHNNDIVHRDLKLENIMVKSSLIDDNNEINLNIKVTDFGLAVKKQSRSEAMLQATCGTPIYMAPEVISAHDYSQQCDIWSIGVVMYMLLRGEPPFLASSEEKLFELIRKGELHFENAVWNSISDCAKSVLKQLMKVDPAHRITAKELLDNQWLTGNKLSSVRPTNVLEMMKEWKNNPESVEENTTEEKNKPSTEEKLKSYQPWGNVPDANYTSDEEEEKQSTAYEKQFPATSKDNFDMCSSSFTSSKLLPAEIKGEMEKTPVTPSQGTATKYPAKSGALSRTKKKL
OX1R antag = OX1R (human) antagonism. 1.8% of 330,000 active. AID 485270. inhibition, % at 6.6 µM. OX1R-expressing cells, FRET antagonist read-out. O43613; in the data active = inhibition mostly above about 38%, no sharp cut-off; inactive = mostly below about 40%;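 also: 0% = agonist challenge alone and 100% = reference antagonist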
Target sequence (O43613 whole entry, looked up): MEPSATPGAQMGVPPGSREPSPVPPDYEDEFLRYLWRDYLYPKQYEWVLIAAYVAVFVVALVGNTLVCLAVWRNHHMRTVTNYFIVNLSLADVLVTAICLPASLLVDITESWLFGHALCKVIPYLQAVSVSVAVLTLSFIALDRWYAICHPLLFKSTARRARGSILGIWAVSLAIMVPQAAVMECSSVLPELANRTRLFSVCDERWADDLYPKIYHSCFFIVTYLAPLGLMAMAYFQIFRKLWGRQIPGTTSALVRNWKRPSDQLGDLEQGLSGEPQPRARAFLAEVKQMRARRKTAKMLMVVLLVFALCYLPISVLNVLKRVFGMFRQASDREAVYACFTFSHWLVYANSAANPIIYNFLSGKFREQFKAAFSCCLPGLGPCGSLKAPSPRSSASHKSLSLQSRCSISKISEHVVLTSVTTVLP
An asterisk follows results filed as active. Compounds as they come. Share with any hit: about 1.8%.

cpd | STK33 kinase inh | OX1R antag | compound
1 | 1.3 | 12 | CCNc1nc(C)nc2c1oc1ccccc12
2 | 0.3 | 11 | CCOC(=O)c1sc2ncnc(NCC(c3cccs3)N(C)C)c2c1C (stereo not drawn)
3 | -1.7 | 5 | Cc1ccc(-n2nc(-c3ccc(OC(F)(F)F)cc3)cc2N)cc1C
4 | -0.2 | 20 | CSc1cccc(NC(=O)N2CCc3ccc(NC(=O)c4ccccn4)cc3C2)c1
5 | 0.4 | 13 | CN(C)S(=O)(=O)c1cc(NC(=O)c2cc(=O)c3ccccc3o2)ccc1Cl
6 | -0.3 | 14 | C=CCNC(=O)/C(C#N)=C/c1c(N2CCN(c3cccc(Cl)c3)CC2)nc2c(C)cccn2c1=O
7 | 1.3 | 0 | O=C(CNS(=O)(=O)c1ccc(Cl)cc1)NC1CCCCC1
8 | 0.4 | 11 | CCc1ccc(-c2cc(C)no2)cc1S(=O)(=O)NCCc1ccccc1
9 | -1.5 | 27 | COc1ccc(-c2cc3c(nn2)-c2ccccc2C3=O)cc1
10 | 2.5 | 18 | Cc1ccc(OCc2nnc(SC(C)C(=O)O)n2Cc2ccccc2)cc1 (stereo not drawn)
11 | -1.4 | 2 | O=C(CCS(=O)(=O)c1ccc(Br)cc1)N1CCN(c2ccccc2Cl)CC1
12 | -0.6 | 11 | N#CC1(c2ccccc2)CCC(=O)N1Cc1ccccc1 (stereo not drawn)
13 | 0.6 | 18 | CCN(Cc1nc(-c2ccccc2)no1)C(=O)c1ccco1
14 | 2.4 | 5 | Cn1cccc1Cc1nnc(SCC(N)=O)n1CCc1ccccc1
15 | -1.7 | 14 | COc1ccc(CN2CN(S(=O)(=O)c3cccs3)c3nc4ccccc4nc32)cc1
16 | -0.3 | 6 | Cc1ccc2nc3c(nc2c1C)CCCC3
17 | -1.5 | 19 | Cc1ccc(-c2c[n+]3c(n2-c2ccccc2)SCC3)cc1
18 | 1.0 | 17 | O=C(COC(=O)CCC(=O)c1ccc(F)cc1)NC1CCCCC1
19 | -0.2 | 12 | COC(=O)Cn1c(=O)c2c(n(Cc3ccccc3)c1=O)N/C(=C/c1ccc(OC)cc1)C2=O
20 | -0.1 | 20 | CN(CC(=O)Nc1ccc(F)cc1)C(=O)Cn1cnc2ccc([N+](=O)[O-])cc2c1=O
21 | -1.8 | 2 | Cc1cc(=S)[nH]c(=S)[nH]1
22 | -1.0 | 6 | COc1ccccc1C1/C(=C(/O)c2ccc(C)cc2)C(=O)C(=O)N1Cc1ccco1 (stereo not drawn)
23 | -2.3 | 92* | CCN(CC)CCNC(=O)C(=O)NCC1OCCN1S(=O)(=O)c1ccc([N+](=O)[O-])cc1 (stereo not drawn)
24 | 0.8 | 11 | CCOC(=O)c1[nH]nc(N)c1NC(=O)c1ccc(Cl)cc1Cl
25 | -3.0 | 8 | Cc1nnc(SCc2ccccc2)n1CC1CCCO1 (stereo not drawn)
26 | -0.5 | 48 | Nc1nnc(SCC(=O)c2cccc([N+](=O)[O-])c2)s1
27 | 0.8 | 25 | CSC(C(=O)c1cc2ccccc2o1)c1ccccc1 (stereo not drawn)
28 | 1.3 | 13 | CC1CCN(C(=O)c2cc(N3C(=O)C4C5CCC(C5)C4C3=O)ccc2Cl)CC1 (stereo not drawn)
29 | 4.1 | 28 | COC(=O)c1ccc(-c2ccco2)n1Cc1nc(-c2ccc(OC)c(OC)c2)oc1C
30 | -0.3 | 4 | O=C(NNS(=O)(=O)c1ccc(F)cc1)c1cccc(O)c1
31 | -0.9 | 4 | CCS(=O)(=O)c1nc(S(=O)(=O)c2ccc(C)cc2)c(NCCCn2ccnc2)s1
32 | 0.7 | 34 | CC1CCN(S(=O)(=O)c2nnc(NC(=O)c3ccccc3Br)s2)CC1
33 | -0.4 | -1 | COCCn1c(C2CCCCC2)nc2sc3ccccc3c(=O)c2c1=O
34 | -1.3 | 49* | c1ccc(Nc2nc(-c3ccccc3)ns2)cc1
35 | 5.5 | 13 | COc1ccc(-n2cnc3cc(NS(=O)(=O)c4ccc(C)cc4)ccc32)cc1
36 | -1.2 | 10 | Cn1c(=O)c2cc(S(=O)(=O)N3CCC(c4ccccc4)CC3)ccc2n(C)c1=O
37 | -0.6 | 10 | Cc1ccc(-c2noc(CN3CCN(c4ccccc4F)CC3)n2)cc1
38 | 0.1 | 7 | CCc1ccccc1NC(=S)N(Cc1cccnc1)Cc1ccco1
39 | 0.2 | 17 | Cc1ccc(N(CC(=O)O)C2SC(=O)NC2=O)cc1 (stereo not drawn)
40 | -2.3 | -5 | CCCCn1nnnc1SCC(=O)N1CCOCC1
41 | -2.2 | 9 | Cc1cc(NC(=O)C(C)SCC(=O)N(C)CC(=O)Nc2ccccc2Br)no1 (stereo not drawn)
42 | -0.3 | 7 | CCOc1ccc(NC(=O)CCNC(=O)Cn2ccc3ccccc3c2=O)cc1
43 | -0.1 | 10 | O=C(c1ccc2c(Cl)c3c(nc2c1)CCCC3)N1CCC(N2CCCCC2)CC1
44 | 1.9 | 22 | CCCCN(C(=O)COC(=O)CSc1ccc([N+](=O)[O-])cc1)c1c(N)n(CCC)c(=O)[nH]c1=O
45 | 0.7 | 15 | CC(=O)C1=C(O)C(=O)N(c2ccc(Br)cn2)C1c1cccc([N+](=O)[O-])c1 (stereo not drawn)
46 | -0.3 | 25 | Cc1ccc(NC(=O)CN2CCN(CCN=CC3=C(O)CC(c4ccccc4)CC3=O)CC2)cc1 (stereo not drawn)
47 | -0.8 | 2 | Cc1ccc(C)n1-c1ccc(C(=O)N2CCOCC2)cc1
48 | -1.1 | 5 | C[C@@H]1CN([C@@H](C)CO)C(=O)Cc2cc(NC(=O)Nc3cccc4ccccc34)ccc2O[C@@H]1CN(C)Cc1ccc(C(F)(F)F)cc1
49 | 2.2 | 5 | CCC(CO)n1c(=S)[nH]c2cc(OC)c(OC)cc2c1=O (stereo not drawn)
50 | -1.8 | 26 | Cc1ccc(NC(=O)c2nc(C)n(-c3ccc([N+](=O)[O-])cc3)n2)cc1

The list goes on:
cpd | STK33 kinase inh | OX1R antag | compound
51 | -0.3 | 15 | C/C(=N/NC(=O)c1nnn(-c2nonc2N)c1COc1ccccc1)c1ccc(O)cc1
52 | -0.1 | -4 | O=C(OCC#CCSc1nnc(-c2cccc3ccccc23)o1)c1ccc(Br)cc1
53 | -0.6 | 3 | CC(=O)Nc1ccc(NC(=O)C(C)OC(=O)CCSc2ccccc2Cl)cc1 (stereo not drawn)
54 | -0.8 | 9 | CN(CC(=O)Nc1ccncc1)S(=O)(=O)c1ccc(Cl)cc1
55 | 0.3 | 7 | Cc1ccc(S(=O)(=O)N2CCOCC2)cc1NC(=O)CNCc1ccc(Cl)cc1Cl
56 | -0.9 | 6 | CN(CC(=O)Nc1ccc(F)c(F)c1F)C(=O)c1n[nH]c(=O)c2ccccc12
57 | -3.2 | 5 | COc1cc(/C=N/NC(=O)c2ccncc2)ccc1OCC(=O)Nc1ccc(C)c(C)c1
58 | -1.6 | 19 | O=C(CCCSc1nc2ccccc2[nH]1)N1CCN(c2ccccc2)CC1
59 | 0.2 | 19 | c1ccc(-n2nnnc2Cc2nnnn2-c2ccccc2)cc1
60 | 0.4 | 15 | COc1ccc(N(C(=O)CNC(=O)c2ccco2)C(C(=O)NCC2CCCO2)c2ccccc2)cc1OC (stereo not drawn)
61 | 0.8 | 8 | Cc1ccccc1C(=O)Nn1c(C)ccc1C
62 | -2.2 | 13 | CCOc1ccc(N2C(=O)CC(N3CCN(c4ccc(Cl)cc4)CC3)C2=O)cc1 (stereo not drawn)
63 | 0.5 | 5 | Cc1cc(C)nc(NS(=O)(=O)c2ccc(NC(=S)NC(=O)C3CCCC3)cc2)n1
64 | 1.8 | 8 | Cc1c(CCC(=O)N[C@@H](C)C(=O)O)c(=O)oc2cc3oc4c(c3cc12)CCCC4
65 | 1.4 | 8 | CCCCn1c(=O)n(C)c(=O)c2c3c(sc21)COC(C)(C)C3
66 | -0.9 | 18 | O=C(Cn1nnc(-c2ccccc2)n1)NNC(=O)c1cccc([N+](=O)[O-])c1
67 | 0.3 | 10 | Cc1ccc(NC(=O)COC(=O)Cn2cnc3ccccc32)cc1S(=O)(=O)N(C)C
68 | 0.4 | 8 | CCOc1ccc(C(=O)NC2CCN(CC(=O)NCc3ccccc3)CC2)cc1
69 | -0.1 | 14 | COCCn1c(SCC(=O)c2c(N)n(C)c(=O)n(C)c2=O)nc2ccccc21
70 | -0.6 | 14 | Cc1ccc(S(=O)(=O)Cn2nnnc2C(CC(C)C)N2CCN(c3ccccc3)CC2)cc1 (stereo not drawn)
71 | -1.1 | 4 | CC(CC(=O)O)CC(=O)Nc1ccc(S(N)(=O)=O)cc1 (stereo not drawn)
72 | -0.3 | 24 | CC1(C)S[C@@H]2C(C(=O)OCc3ccccc3)NC(=O)N2C1C(=O)OCc1ccccc1 (stereo partly drawn)
73 | -0.9 | 0 | CCC12CC3CC(C1)CC(C(=O)O)(C3)C2
74 | -0.8 | 16 | O=C(Nc1ccc(Cl)cc1F)c1cc(S(=O)(=O)N2CCCCC2)ccc1F
75 | -0.3 | 14 | CCc1ccc2nc(SCC(=O)N3CC(=O)Nc4ccccc43)c(C#N)cc2c1

Excerpt: entries 51–74
cpd | STK33 kinase inh | OX1R antag | compound
51 | -0.3 | 15 | C/C(=N/NC(=O)c1nnn(-c2nonc2N)c1COc1ccccc1)c1ccc(O)cc1
52 | -0.1 | -4 | O=C(OCC#CCSc1nnc(-c2cccc3ccccc23)o1)c1ccc(Br)cc1
53 | -0.6 | 3 | CC(=O)Nc1ccc(NC(=O)C(C)OC(=O)CCSc2ccccc2Cl)cc1 (stereo not drawn)
54 | -0.8 | 9 | CN(CC(=O)Nc1ccncc1)S(=O)(=O)c1ccc(Cl)cc1
55 | 0.3 | 7 | Cc1ccc(S(=O)(=O)N2CCOCC2)cc1NC(=O)CNCc1ccc(Cl)cc1Cl
56 | -0.9 | 6 | CN(CC(=O)Nc1ccc(F)c(F)c1F)C(=O)c1n[nH]c(=O)c2ccccc12
57 | -3.2 | 5 | COc1cc(/C=N/NC(=O)c2ccncc2)ccc1OCC(=O)Nc1ccc(C)c(C)c1
58 | -1.6 | 19 | O=C(CCCSc1nc2ccccc2[nH]1)N1CCN(c2ccccc2)CC1
59 | 0.2 | 19 | c1ccc(-n2nnnc2Cc2nnnn2-c2ccccc2)cc1
60 | 0.4 | 15 | COc1ccc(N(C(=O)CNC(=O)c2ccco2)C(C(=O)NCC2CCCO2)c2ccccc2)cc1OC (stereo not drawn)
61 | 0.8 | 8 | Cc1ccccc1C(=O)Nn1c(C)ccc1C
62 | -2.2 | 13 | CCOc1ccc(N2C(=O)CC(N3CCN(c4ccc(Cl)cc4)CC3)C2=O)cc1 (stereo not drawn)
63 | 0.5 | 5 | Cc1cc(C)nc(NS(=O)(=O)c2ccc(NC(=S)NC(=O)C3CCCC3)cc2)n1
64 | 1.8 | 8 | Cc1c(CCC(=O)N[C@@H](C)C(=O)O)c(=O)oc2cc3oc4c(c3cc12)CCCC4
65 | 1.4 | 8 | CCCCn1c(=O)n(C)c(=O)c2c3c(sc21)COC(C)(C)C3
66 | -0.9 | 18 | O=C(Cn1nnc(-c2ccccc2)n1)NNC(=O)c1cccc([N+](=O)[O-])c1
67 | 0.3 | 10 | Cc1ccc(NC(=O)COC(=O)Cn2cnc3ccccc32)cc1S(=O)(=O)N(C)C
68 | 0.4 | 8 | CCOc1ccc(C(=O)NC2CCN(CC(=O)NCc3ccccc3)CC2)cc1
69 | -0.1 | 14 | COCCn1c(SCC(=O)c2c(N)n(C)c(=O)n(C)c2=O)nc2ccccc21
70 | -0.6 | 14 | Cc1ccc(S(=O)(=O)Cn2nnnc2C(CC(C)C)N2CCN(c3ccccc3)CC2)cc1 (stereo not drawn)
71 | -1.1 | 4 | CC(CC(=O)O)CC(=O)Nc1ccc(S(N)(=O)=O)cc1 (stereo not drawn)
72 | -0.3 | 24 | CC1(C)S[C@@H]2C(C(=O)OCc3ccccc3)NC(=O)N2C1C(=O)OCc1ccccc1 (stereo partly drawn)
73 | -0.9 | 0 | CCC12CC3CC(C1)CC(C(=O)O)(C3)C2
74 | -0.8 | 16 | O=C(Nc1ccc(Cl)cc1F)c1cc(S(=O)(=O)N2CCCCC2)ccc1F

Remaining list, next part
cpd | STK33 kinase inh | OX1R antag | compound
76 | -1.1 | 10 | Cc1cccc(N2CCN(S(=O)(=O)c3ccc4c(c3)CC(C)N4C(=O)C3CC3)CC2)c1C (stereo not drawn)
77 | -0.4 | 20 | Cc1ccccc1CC1(CO)CCCN(C(=O)CCN2CCCO2)C1 (stereo not drawn)
78 | 2.3 | 21 | COc1cc(/C=C/C(=O)OCC(=O)Nc2ccccc2Cl)cc(OC)c1OC
79 | -1.6 | 11 | COc1ccc(Oc2nccc(-c3ccc(F)cc3)c2C#N)cc1
80 | 0.2 | 6 | Cc1nc(SCC(=O)NCc2ccc3c(c2)OCO3)nc(C)c1C
81 | -1.0 | 12 | CCC(=O)NC(NC(=S)Nc1ccccc1Br)C(Cl)(Cl)Cl (stereo not drawn)
82 | -1.6 | 19 | COc1ccc(C(=O)Nc2c(N)nc(SCC(=O)Nc3ccc(C(C)=O)cc3)[nH]c2=O)cc1
83 | 1.6 | 5 | O=C1CCCc2oc3ccc(O)cc3c21
84 | -1.3 | 8 | S=C(NNc1ccc2ccccc2c1)NC1CCCCC1
85 | -0.7 | 2 | CC(NCC(=O)Nc1ccccc1C(=O)NC1CC1)c1ccc(S(C)(=O)=O)cc1 (stereo not drawn)
86 | -2.2 | 20 | COc1ccc(CNC(=O)Cc2ccc(OC)c(S(=O)(=O)N3CCOCC3)c2)cc1
87 | -1.9 | 14 | CCCCC(CC(C)O)c1n[nH]c(=S)n1-c1ccccc1 (stereo not drawn)
88 | 0.0 | -2 | Cc1ccc(C(=O)NC(=S)NNC(=O)c2ccccc2O)cc1
89 | -3.0 | 5 | Cc1ccc(S(=O)(=O)N2CC(=NO)C2)cc1
90 | 2.9 | 52 | CCOc1ccccc1NC(=O)CSc1nnc2ccc(-c3cccnc3)nn12
91 | 0.6 | 20 | O=C(NCCOC(=O)C1COc2ccccc2O1)c1cccnc1 (stereo not drawn)
92 | -0.9 | 0 | O=C(COc1ccc(Cl)cc1Cl)N/N=C/c1ccc[nH]1
